# Bioassay records (PubChem BioAssay)
# Rpn11 inh – blocks the human proteasome subunit Rpn11 | O00487 | actives 0.59% (n = 360,000) | AID 588493 | human 26S proteasome, Ub4-pepOG fluorescence polarization; 20S core pre-blocked with epoxomicin | calls only at 20 µM;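 active = inhibition at 20 µM, scaled to each plate's controls, above about 33%, limit read from the data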
# STEP block – STEP (human) phosphatase inhibition; recombinant STEP, OMFP fluorogenic substrate, fluorescence; inhibition, % at 20 µM; actives 0.25% (n = 360,000);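 active = inhibition at 20 µM, scaled per plate between control wells, above about 37%, limit read from the data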;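 also: 0% = DMSO with enzyme and substrate and 100% = substrate only without enzyme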
#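 Material: STEP (striatal-enriched tyrosine phosphatase) enzyme, cell-free; Compound dosing: 20 µM single dose in 1% DMSO; Technique: fluorescence read at 480 nm ex / 540 nm em; Times: reaction 20 min, ambient temperature; Medium: 50 mM Bis-Tris pH 6.0 with 2.5 mM DTT and 0.005% Tween 20; Also added: OMFP at 25 µM.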
# Rin1-Abl PPI inh – human Rin1-Abl interaction inhibition. inhibition, % at 7.35 µM. TR-FRET Rin1/Abl binding, biochemical. actives 0.4% (n = 360,000). AID 588664. P00519+Q13671; in the data active = inhibition above about 5%, passing the limit was not always enough
# CSN inh – inhibitors of human CSN-mediated cullin deneddylation. inhibition, % at 12.5 µM. Purified CSN, SCF-Nedd8-OG deneddylation, fluorescence polarization. Q92905. actives 0.38% (n = 360,000);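 active = pattern-corrected inhibition above about 35%, with an unprinted fluorescence ratio check between 0.5 and 1.5, limit read from the data, passing the limit was not always enough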;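 also: 0% = enzyme with substrate and 100% = substrate without enzyme; some results filed as inactive read as strong as hits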
#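 Assay system: HEK293T-derived human Csn5 enzyme; quantity: 0.24 nM enzyme; medium: Tris/NaCl/DTT buffer, pH 7.5; also added: substrate SCFSkp2-Nedd8OG, 10 nM; doses: 12.5 µM compound; schedule: 90 min reaction at room temperature; signal: FP; read-out: % inhibition of substrate cleavage by Csn5; benchmarks: substrate-only high control, full reaction low control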
# NadD block – NadD (S. aureus) enzyme inhibition; purified NadD enzyme, colorimetric absorbance read-out; actives 0.78% (n = 360,000); inhibition, % at 20 µM; in the data active = inhibition above about 26%; also: some compounds past the cut are filed as inactive
# LMPTP inh – blocks human LMPTP phosphatase; actives 0.22% (n = 360,000); AID 651560; P24666; recombinant LMPTP-A, OMFP fluorogenic substrate, fluorescence intensity; inhibition, % at 20 µM;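 active = compounds that cut the enzyme signal by at least half of the control window in the single-dose screen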;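 also: plate controls were DMSO wells with enzyme plus substrate for no effect and substrate without enzyme for full effect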
#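 Test system – LMPTP-A enzyme · Amount – LMPTP-A at 0.625 nM final in the reaction · Buffer or medium – Bis-Tris pH 6.0, DTT, detergent · Reagent – OMFP 400 µM · Doses – single 20 µM dose · Schedule – reaction 50 min, room temperature, dark · Detection – fluorescence intensity of OMFP turnover product · Evaluation – percent inhibition versus substrate-only and uninhibited controls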
# DNMT1 block – DNMT1 (human) enzyme inhibition; DNMT1 molecular beacon, Hinp1I cleavage, fluorescence; inhibition (reported as % activation of signal), % at 10 µM; actives 0.83% (n = 360,000); AID 588458; in the data active = inhibition above about 50%
# Scp-1 inhibitor – inhibitors of human Scp-1 phosphatase; inhibition, % at 20 µM; actives 0.88% (n = 340,000); Recombinant Scp1, phosphopeptide, malachite green phosphate absorbance; Q9GZU7; AID 493091;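 active = inhibition above about 50% at 20 µM, limit read from the data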;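 also: plate controls were DMSO wells with enzyme for no effect and wells lacking enzyme for full effect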
# Target sequence (Q9GZU7 76-261 limits assumed): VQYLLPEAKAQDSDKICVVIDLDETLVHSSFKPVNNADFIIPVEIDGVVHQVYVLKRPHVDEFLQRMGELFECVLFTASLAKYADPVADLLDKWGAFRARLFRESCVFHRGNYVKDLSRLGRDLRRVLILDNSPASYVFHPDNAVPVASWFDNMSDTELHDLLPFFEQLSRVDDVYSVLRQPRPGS
#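 System: SCP-1 catalytic domain; Reagent: Phospho 17-mer peptide substrate; Doses: one concentration, 20 µM, with 1.0% DMSO; Incubation: 45 min room-temperature reaction, 5 min colour, 30 min stabiliser; Signal: Phosphate-binding colour reagent, absorbance read at 630 nm.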
# Neddylation inh – inhibitors of human cullin neddylation; TR-FRET cullin neddylation, biochemical; actives 0.58% (n = 360,000); AID 651699; calls only at 25 µM; in the data active = inhibition above about 36%
# Target sequence (P61081 whole entry, looked up): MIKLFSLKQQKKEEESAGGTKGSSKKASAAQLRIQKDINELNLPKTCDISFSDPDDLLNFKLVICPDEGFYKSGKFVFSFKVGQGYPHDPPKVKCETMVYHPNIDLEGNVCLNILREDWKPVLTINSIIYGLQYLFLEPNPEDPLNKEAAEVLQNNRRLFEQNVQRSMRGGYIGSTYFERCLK
# Target sequence (Q13564 whole entry, looked up): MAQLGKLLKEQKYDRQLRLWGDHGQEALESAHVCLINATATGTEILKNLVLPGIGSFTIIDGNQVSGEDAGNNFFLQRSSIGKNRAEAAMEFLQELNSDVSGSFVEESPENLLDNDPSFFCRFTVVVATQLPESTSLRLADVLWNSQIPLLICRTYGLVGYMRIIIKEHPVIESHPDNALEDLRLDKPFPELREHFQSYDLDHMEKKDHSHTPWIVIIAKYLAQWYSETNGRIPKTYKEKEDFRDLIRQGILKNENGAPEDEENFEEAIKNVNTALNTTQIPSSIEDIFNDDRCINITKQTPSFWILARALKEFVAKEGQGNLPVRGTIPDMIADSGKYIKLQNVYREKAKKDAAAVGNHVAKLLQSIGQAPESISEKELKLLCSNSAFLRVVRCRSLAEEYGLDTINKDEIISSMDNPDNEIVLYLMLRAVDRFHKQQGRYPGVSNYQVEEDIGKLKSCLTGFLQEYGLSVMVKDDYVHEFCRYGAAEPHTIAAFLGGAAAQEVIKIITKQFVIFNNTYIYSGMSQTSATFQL
# SUMO1 PPI mod – modulators of human SUMO1-mediated protein-protein interactions; P63165; SUMO1 binding to a labelled peptide, TR-FRET, 1 h; inhibition, % at 20 µM; actives 0.33% (n = 360,000); AID 602429; in the data active = inhibition above about 37%
# Target sequence (P63165 whole entry, looked up): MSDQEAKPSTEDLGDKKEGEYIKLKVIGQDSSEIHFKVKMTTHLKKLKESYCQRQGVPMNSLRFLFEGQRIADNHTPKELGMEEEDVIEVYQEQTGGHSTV
# Numbers without * were called inactive; i = inactive; . = not tested or not shown; + = active, no number.
# The line under a structure holds: Rpn11 inh	STEP block	Rin1-Abl PPI inh	CSN inh	NadD block	LMPTP inh	DNMT1 block	Scp-1 inhibitor	Neddylation inh	SUMO1 PPI mod
COc1ccc(-n2nnnc2C(c2ccccc2OC(F)(F)F)N2CCN(C/C=C/c3ccccc3)CC2)cc1 (centres undefined)
 : i	0.6	6.0	2.1	3.4	5.6	-7.2	.	i	-0.3
CN(C)c1cc[n+](CC(=O)Nc2ccc([N+](=O)[O-])cc2Cl)cc1
 : i	-3.3	-0.6	-4.1	-0.2	-2.0	-1.4	-10.5	i	-27.1
O=C(N/N=C/c1ccncc1)c1cccc(N/N=C/c2ccncc2)c1
 : i	4.3	-1.7	-3.8	5.0	10.2	-0.7	-5.2	i	-10.2
C=CCn1c(CCNC(=O)c2ccccc2F)nnc1SCC(=O)Nc1nc2ccccc2s1
 : i	-0.4	-3.6	3.7	2.0	0.9	-0.4	-6.1	i	1.9
N#C/C(=C(/O)Cc1ccccc1)P(=O)(c1ccccc1)c1ccccc1
 : i	-1.8	-1.3	0.8	-1.4	-1.0	-2.9	-20.4	i	3.0
COc1ccccc1NC(=O)C1=C(C)Nc2ncnn2C1c1ccc(C)o1 (centres undefined)
 : i	-2.8	3.8	-5.6	-1.4	-0.3	1.4	2.9	i	-1.8
Cc1ccccc1OCCOC(=O)c1cc(S(=O)(=O)N2CCCCC2)ccc1N1CCOCC1
 : i	1.6	2.5	-2.6	-2.3	1.9	-6.7	-3.9	i	-3.3
C=CCC1(O)C(=O)N2C(=C1C(=O)N1CCOCC1)c1ccccc1CC2(C)C (centres undefined)
 : i	-2.9	-1.4	0.6	5.4	-0.4	0.4	-7.8	i	-1.0
Cc1ccc(-n2c(C)nnc2SCC(=O)NNC(=O)c2ccco2)cc1
 : i	-0.6	2.9	-4.2	-3.3	-0.7	4.6	-4.4	i	2.3
OC(c1ccccc1)c1nc(-c2cc(F)cc(F)c2)cs1 (centres undefined)
 : i	-2.9	-4.1	2.1	-2.0	0.2	5.1	.	i	0.8
CC(C)C(=O)N1CCC1(C)C(=O)NCc1cc(Cl)ccc1F (centres undefined)
 : i	1.1	-0.3	2.5	0.0	-0.6	0.3	.	i	3.1
CC(C)=CCN1CCN(Cc2c(C)nn(C)c2Cl)CC1CCO (centres undefined)
 : i	-3.8	0.8	-3.0	-0.5	-1.5	-2.0	-6.7	i	2.8
CCOc1ccc2[nH]c(=O)c(CN(Cc3ccccc3)C(=O)N3CCCC3)cc2c1
 : i	1.9	1.1	1.7	0.0	0.7	-1.9	2.8	i	7.7
Cc1ccc(SC2=C(C(=O)O)CCCC2)cc1
 : i	0.2	2.8	1.2	-8.7	-1.2	-1.7	-10.1	i	-1.5
Cc1cc(C(=O)NCc2nc(-c3ccccc3)no2)ccc1[N+](=O)[O-]
 : i	0.4	-1.5	7.0	-7.4	-0.7	-0.3	-8.9	i	-12.5
Cc1ccc2c(Cl)cc(Cl)c(OCC(=O)N3CCOCC3)c2n1
 : i	-2.0	-3.8	-5.2	-3.0	-1.3	1.5	1.5	i	-6.0
Cc1cccc(-n2ncc3c(NC(C)C)ncnc32)c1
 : i	2.2	1.8	-3.5	-1.5	-1.2	-1.3	22.3	+	5.4
COc1ccc(NC(=O)CSc2ccc(-c3sc(C)nc3C)nn2)cc1
 : i	1.6	-6.8	1.6	0.3	-0.3	-1.5	-7.2	i	-7.6
CCOC1(OCC)N=C(N)C2(C#N)C(c3cccc(OC)c3OC)C12C#N (centres undefined)
 : i	0.7	2.5	6.1	3.0	-2.2	-1.6	-0.1	i	0.4
O=C(Nn1c(-c2ccncc2)nc2ccccc2c1=O)c1ccc([N+](=O)[O-])cc1Cl
 : i	2.2	0.3	-0.5	5.1	-1.1	0.3	-3.4	i	-1.2
CCOc1ccc(NC(=O)CCNc2c(N3CCCC3)c(=O)c2=O)cc1
 : i	-1.0	1.6	-3.0	-1.0	-2.7	3.8	-6.7	i	-0.6
COCCC1CCCCN1C(=O)c1ccc(OC2CCN(C(C)=O)CC2)c(OC)c1 (centres undefined)
 : i	-2.6	12.9*	-1.0	-0.7	-0.6	3.2	-5.7	i	1.4
CCOC(=O)N1CCN(C(=O)C[C@@H]2C[C@@]3(C(=O)OCC)CCC=C3N(Cc3ccco3)C2=O)CC1
 : .	.	.	-1.9	11.3	0.1	.	.	i	-1.5
Cc1ccc(SCCc2ccc(C)nc2)cc1
 : i	1.9	-0.3	-3.1	-1.5	1.2	-0.8	-1.9	i	3.1
NC(=O)c1c(N)sc2c1CCCCC2
 : i	-0.1	-1.4	6.9	0.2	-0.3	-3.5	-20.7	i	-0.3
CCCNC(=S)NC1CC2CCCC(C1)N2CC(C)C (centres undefined)
 : i	0.2	0.2	-1.7	5.4	1.1	-0.5	-3.0	i	-3.1
CCN(CC)S(=O)(=O)c1cccc(C(=O)NCC(=O)OCC(=O)NCc2ccccc2)c1
 : i	-4.7	-0.3	3.2	-5.6	-0.3	-5.3	0.6	i	0.9
COc1ccc(N2CCN(C(=O)COC(=O)c3ccc(Cl)nc3)CC2)cc1
 : i	1.2	2.6	-0.1	1.3	0.4	0.2	1.5	i	3.6
CC(=O)n1nc(-c2ccccc2)nc1NCc1cccs1
 : i	3.1	-5.0	-6.3	-8.6	0.9	0.8	-5.2	i	-1.6
O=C(COC(=O)c1cc(Cl)cc(Cl)c1)NCCN1C(=O)CSC1=O
 : i	0.3	-2.2	-5.4	-8.9	-0.8	-5.4	-5.2	i	-2.3
COc1cccc(NC(=O)NC(=O)c2c(C)cc(Cl)nc2Cl)c1
 : i	-2.9	-0.4	1.4	-0.3	-0.3	0.7	-4.7	i	-4.4
Cc1cn([C@H]2C[C@H](O)[C@@H](CNCc3ccccc3)O2)c(=O)[nH]c1=O
 : i	2.2	2.5	3.8	0.5	-2.6	1.0	.	i	5.7
Cc1nc2ccccc2nc1OCc1ccc([N+](=O)[O-])cc1
 : i	-1.0	5.4	0.4	-2.1	-0.6	-2.6	-4.9	i	-12.4
CN1CCN(CC(=O)N2CCn3c4c(c5cc(C6CCCCC6)ccc53)CCCC42)CC1 (centres undefined)
 : i	5.5	-1.8	-2.5	8.5	-5.4	-10.7	5.5	i	-0.2
COc1ccc(CNC(=O)/C=C/c2ccc(S(=O)(=O)N3CCOCC3)cc2)cc1
 : i	-3.6	5.3	-8.2	-7.9	0.3	-1.4	-2.0	i	-6.6
CCOc1ccccc1N1CCN(C(=O)CCCN2C(=O)c3cccc4cccc(c34)C2=O)CC1
 : i	-0.4	-2.7	-1.1	1.3	2.6	1.2	-7.3	i	-21.1
O=C(N/N=C\c1ccc(OC(=O)c2cccs2)cc1)c1ccc(Cl)cc1
 : +	93.9*	-0.3	29.4	3.6	93.9*	42.8	96.3*	i	6.1
COCc1cc(=O)[nH]c(SCCS(=O)(=O)c2ccc(Cl)cc2Cl)n1
 : i	-3.7	-1.2	-0.4	8.5	-0.4	2.9	-6.6	i	-1.1
Cc1cc(OCC(=O)OCC(=O)NCc2cccs2)ccc1Cl
 : i	0.0	-1.3	-0.5	-1.0	-0.6	-2.6	2.6	i	3.6
Clc1ccc(OCCCCCN2CCCC2)c(Br)c1
 : i	-1.4	-0.3	-3.7	-1.4	-2.0	1.5	-1.2	i	-1.3
C=CCN1C(=O)N(c2ccc(F)cc2)C(=O)C1CC(=O)Nc1ccc(Cl)cc1 (centres undefined)
 : i	0.4	-3.9	3.3	-6.2	-0.3	-3.3	-5.2	i	3.6
Cc1cc(C)cc(NC(=S)NCCCN2CCOCC2)c1
 : i	6.2	0.9	2.6	-2.2	-5.1	-0.2	-5.7	i	-1.0
CCOC(=O)N/N=C/c1cn(Cc2ccc(Cl)cc2)c2ccccc12
 : i	0.6	-1.7	-0.7	0.0	-1.1	11.1	-2.7	i	-1.3
CCN(CC(=O)Nc1ccc2c(c1)OCCO2)CC(=O)Nc1cc(C)on1
 : i	-2.2	-6.2	-3.1	4.9	0.1	-16.5	-8.5	i	1.5
O=S(=O)(NCc1ccc2c(c1)OCO2)c1c(F)cc(F)cc1Br
 : i	-1.4	2.2	2.0	-3.1	-0.2	-7.8	-3.0	i	8.4
O=C(CCC1CCCC1)N1CCN(C(=O)c2ccco2)CC1
 : i	-2.0	-0.3	1.9	3.2	-2.5	0.4	-14.5	i	-1.1
Cc1nc2c(C)cccc2cc1C(=O)N/N=C/c1ccc(C(=O)O)cc1
 : i	2.8	-0.4	-6.9	8.2	-0.2	1.8	4.6	i	7.4
CCc1nc2ccc(C(=O)N3CCN(CC)CC3)cc2nc1CC
 : i	-2.7	-3.6	-3.5	-3.6	-1.3	2.2	-6.8	i	-2.3
Clc1ccc(Cl)c(-c2nc(-c3ccncc3)no2)c1
 : i	44.0*	3.1	1.1	-1.5	43.5	23.2	2.4	i	32.6
O=C(O)c1ccc2c(c1)nnn2C1CCCCC1
 : i	-1.4	2.0	3.4	-2.5	-0.8	1.8	1.6	i	-2.0

# Individual results from the list.
# STEP block, Cc1cc(C)cc(NC(=S)NCCCN2CCOCC2)c1 → 6.2
# LMPTP inh, Clc1ccc(Cl)c(-c2nc(-c3ccncc3)no2)c1 → 43.5

# (more compounds)
# The line under a structure holds: Rpn11 inh	STEP block	Rin1-Abl PPI inh	CSN inh	NadD block	LMPTP inh	DNMT1 block	Scp-1 inhibitor	Neddylation inh	SUMO1 PPI mod
Cc1cccc(OCC(=O)Nc2nonc2NC(=O)COc2cccc(C)c2)c1
 : i	-13.3	-3.8	-4.1	13.0	0.3	11.5	-10.8	i	0.8
CC(=O)N=c1sc2c3ccccc3ccc2n1C
 : i	1.8	-8.0	-5.7	0.3	0.3	4.6	-1.0	i	-7.7
CN(C)CCn1nnc2c(=O)oc3ccccc3c21
 : i	0.1	-1.0	5.2	-1.8	-0.3	-2.2	-6.7	i	0.0
Cc1[nH]c2ccccc2c1/C=N/NC(=O)c1cc(-c2cccs2)[nH]n1
 : i	-1.6	1.0	-4.5	9.4	-0.5	-13.1	1.0	+	3.1
COc1ccc(-c2nnco2)cc1OC
 : i	2.0	-2.8	1.2	3.0	-0.8	0.0	-1.2	i	-2.4
CCNC(=O)C(=O)c1c(-c2ccccc2)[nH]c2ccccc12
 : i	-3.2	0.2	-3.4	-3.4	0.0	7.6	-7.5	i	-2.9
O=C1CCCN2N=C(SCC(=O)Nc3cccc(F)c3)SC2=N1
 : i	0.0	1.3	3.3	1.0	-0.8	-0.6	1.4	i	4.6
